Source: PubChem BioAssay
APE1 inh = qHTS Assay for Inhibitors of the Human Apurinic/apyrimidinic Endonuclease 1 (APE1) | DNA repair nuclease/redox regulator APEX1 (Homo sapiens), P27695 | AID 2517, 2012 | Potency, µM (series often up to 65.8 µM), inactives show top-dose activity change, negative = inhibition, hits mostly inhibitors | actives 0.35% (n = 350,000) | recombinant APE1, TAMRA/BHQ-2 abasic DNA cleavage fluorescence;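 further: plate controls were vehicle for no effect and reference inhibitor for full effect; nearly all actives have a fitted effect of over 55% in size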
Target sequence (P27695 whole entry, looked up): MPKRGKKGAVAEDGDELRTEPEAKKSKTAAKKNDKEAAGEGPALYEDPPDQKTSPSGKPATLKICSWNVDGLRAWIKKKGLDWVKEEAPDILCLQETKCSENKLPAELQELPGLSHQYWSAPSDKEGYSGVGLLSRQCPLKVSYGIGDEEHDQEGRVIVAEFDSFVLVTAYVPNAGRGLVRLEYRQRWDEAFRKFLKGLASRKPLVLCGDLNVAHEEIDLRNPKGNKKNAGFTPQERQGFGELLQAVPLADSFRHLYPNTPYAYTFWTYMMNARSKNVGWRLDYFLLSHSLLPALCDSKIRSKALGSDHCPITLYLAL
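Endonuclease cleavage of a quenched abasic-site DNA duplex (50 nM) by APE1 (0.75 nM) was tracked by TAMRA dequenching. Compounds were preincubated with enzyme 15 min at room temperature; data normalized to buffer-only and DMSO wells plus NSC13755 control.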
POLK inh = qHTS for Inhibitors of Polymerase Kappa; DNA polymerase kappa (Homo sapiens), Q9UBT6; purified Pol kappa, fluorescent DNA synthesis assay, 10 min; Potency, µM (doses to about 107 µM), without a hit: at the highest dose activity, negative = inhibition, hits mostly inhibitors; actives 0.53% (n = 400,000); further: on the % scale 0 is the no-effect control and ±100 the full control effect
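Pol kappa 10 nM + cpd, 15 min RT; start w/ substrate 50 nM final; fluorescence kinetic read, 0 and 10 min. Neg ctrl: buffer, no enzyme.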
Pol eta inh = qHTS for Inhibitors of Polymerase Eta. DNA polymerase eta (Homo sapiens), Q9Y253. recombinant Pol eta, fluorescent DNA replication assay. Potency, µM (series often up to 114 µM), for inactives: at the highest dose activity change, negative = inhibition, usual class: inhibitors. actives 1.2% (n = 390,000). AID 588591, 2011; further: on the % scale 0 is the no-effect control and ±100 the full control effect
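Pol eta (10 nM) was preincubated with compounds for 15 min at room temperature, after which fluorescent replication substrate (50 nM final) was added to start the reaction. Fluorescence was read kinetically at 0 and 10 min.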
Pol iota inh = qHTS for Inhibitors of Polymerase Iota; DNA polymerase iota (Homo sapiens), Q9UNA4; Pol iota fluorescent replication assay, 10 min; Potency, µM (doses to about 115 µM), without a hit: top-dose activity, negative = inhibition, most hits filed as inhibitors; actives 1% (n = 390,000)
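Fluorescent replication assay read twice, at 0 min and 10 min after adding 50 nM (final) substrate. Enzyme (10 nM) and compounds were first incubated 15 min at room temperature; enzyme-free buffer wells were negative controls.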
G9a block = qHTS Assay for Inhibitors of Histone Lysine Methyltransferase G9a; Histone-lysine N-methyltransferase EHMT2 (Homo sapiens), Q96KQ7; G9a H3K9 monomethylation, AlphaScreen, 2 h; Potency, µM (series often up to 102 µM), for the others: top-dose activity, negative = inhibition, usual class: inhibitors; actives 8.8% (n = 350,000); further: on the % scale 0 is the no-effect control and ±100 the full control effect; nearly all actives have a fitted effect of over 75% in size
Target sequence (Q96KQ7 913-1193 limits assumed): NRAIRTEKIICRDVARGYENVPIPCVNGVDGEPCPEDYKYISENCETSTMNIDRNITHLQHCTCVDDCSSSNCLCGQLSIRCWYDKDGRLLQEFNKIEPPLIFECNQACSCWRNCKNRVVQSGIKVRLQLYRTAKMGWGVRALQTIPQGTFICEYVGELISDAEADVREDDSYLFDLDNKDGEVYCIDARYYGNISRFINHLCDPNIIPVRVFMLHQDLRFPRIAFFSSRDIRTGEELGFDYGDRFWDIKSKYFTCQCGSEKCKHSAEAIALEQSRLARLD
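Compounds were preincubated with 20 nM G9a for 15 min, after which biotinylated H3K9 peptide (500 nM) and SAM (20 uM) started a 2 h room-temperature reaction. Monomethylated product was quantified by antibody-based AlphaScreen chemiluminescence.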
BAZ2B inh = qHTS Assay for Inhibitors of BAZ2B | AID 504333, 2011 | AlphaScreen BAZ2B-H3K14Ac peptide displacement | actives 4.4% (n = 360,000) | Bromodomain adjacent to zinc finger domain protein 2B (Homo sapiens), Q9UIF8 | Potency, µM (series often up to 114 µM), for the others: top-dose activity change, negative = inhibition, hits mostly inhibitors; further: on the % scale 0 is the no-effect control and ±100 the full control effect; nearly all actives have a fitted effect of over 60% in size
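BAZ2B 50 nM plus b-H3(5-23)K14Ac 50 nM, PBS pH 7.4/0.01% Tween-20, 30 min RT; compound added (max 110 uM), 30 min RT; streptavidin donor/Ni-chelate acceptor beads 10 ug/mL final, 20 min dark; AlphaScreen read.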
BLM inh = qHTS Assay for Inhibitors of Bloom's syndrome helicase (BLM) | Potency, µM (top dose mostly 56.1 µM), inactives show at the top dose activity change, negative = inhibition, actives largely listed as inhibitors | actives 0.2% (n = 350,000) | AID 2528, 2010 | RecQ-like DNA helicase BLM (Homo sapiens), P54132 | recombinant BLM DNA unwinding, fluorescence dequenching;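 further: plate controls were vehicle for no effect and no enzyme for full effect; nearly all actives have a fitted effect of over 35% in size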
Anesthetic bind = qHTS Assay for Identification of Novel General Anesthetics; apoferritin/1-aminoanthracene competitive binding, fluorescence; AID 485281, 2010; actives 0.074% (n = 350,000); Ferritin light chain (Equus caballus), P02791; Potency, µM (series often up to 77.5 µM), for the others: top-dose activity change, negative = displacement, actives largely listed as inhibitors; further: on the % scale 0 is the no-effect control and ±100 the full control effect; nearly all actives have a fitted effect of over 20% in size
Target sequence (P02791 2-175 limits assumed): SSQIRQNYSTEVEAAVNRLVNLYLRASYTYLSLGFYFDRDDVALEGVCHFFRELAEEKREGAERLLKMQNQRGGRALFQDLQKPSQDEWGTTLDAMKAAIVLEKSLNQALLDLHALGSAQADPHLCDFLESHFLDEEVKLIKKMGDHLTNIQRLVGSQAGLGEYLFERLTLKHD
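Horse-spleen apoferritin (10 uM) was mixed with 50% saturated 1-aminoanthracene in PBS, exposed to compounds for 10 min at room temperature, and read for fluorescence (ex 380 nm, em 535 nm). Competitive displacement was fitted with a four-parameter Hill equation.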
Pol beta inh = qHTS Assay for Inhibitors of DNA Polymerase Beta; P06746; Pol beta primer extension/strand displacement, fluorescence kinetic; Potency, µM (titrated, usually from 114 µM), inactives show at the highest dose activity change, negative = inhibition, most hits filed as inhibitors; actives 1.3% (n = 340,000); further: on the % scale 0 is the no-effect control and ±100 the full control effect
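Human Pol beta at 10 nM; strand-displacement substrate 50 nM final. Compound exposure 15 min at room temperature before start, reaction 10 min at room temperature.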
Numbers without * were called inactive; ? = inconclusive; . = no result given; & = joins results of further samples; [ ] = dose if it differs, or a comment. The call rests on the fitted dose curve; in most records, active means well fitted curve in the direction sought with a large enough effect; inconclusive means small, poorly fitted or top-dose-only effect, or another doubt; inactive means no such curve, though single readings can be large; an effect the other way counts as inactive or inconclusive. Potency means the concentration at half of the fitted maximal effect.

smiles | APE1 inh | POLK inh | Pol eta inh | Pol iota inh | G9a block | BAZ2B inh | BLM inh | Anesthetic bind | Pol beta inh
CCCOc1ccc(C(=O)NCCC(=O)NCCCC(=O)OCC)cc1 | ? | -6.9% | -5.5% | 1.8% | -2.3%[2.33 µM] | 6.9% | -0.8% | 2.1% | 12.1%
CCOC(=O)c1cnc(-n2nc(C)cc2C)nc1Oc1ccccc1F | -1.6% | -3.6% | -12.6% | 79.2%[activator] | ? | 5.8% | -4.3% | -21.0% | -17.6%
Cc1cc(C(=O)COC(=O)CCC(=O)c2ccc3c(c2)OCCO3)c(C)n1Cc1ccco1 | -7.2% | -19.8% | ? | ? | 2.7%[12.7 µM] | ? | -7.9% | ? | ?
O=C(Nc1ccc(F)c(Cl)c1)c1cc(S(=O)(=O)NCc2ccc3c(c2)OCO3)ccc1F | . | -11.1%[60.1 µM] | -8.8% | -2.1% | 0.0%[59 µM] | 0.7% | -11.1% | -15.0% | 13.9%
CCCNc1c(NS(=O)(=O)c2ccc3c(c2)CCCC3)c(=O)oc2ccccc12 | -5.8% | -17.0% | -6.0% | 17.2% | . | -35.4% | -3.4% | -4.4% | 10.9%
O=[N+]([O-])c1ccc2c(c1)nc(CO)n2Cc1ccccc1 | -8.8% | 5.6% | -13.5% | -0.4% | . | 5.0% | 2.6% | -14.9% | 85.3%
CNC(=O)/C(C#N)=C/c1c(N2CCN(c3ccc(OC)cc3)CC2)nc2c(C)cccn2c1=O | 4.1% | -15.4% | -16.0% | 173.9%[activator] | 0.7%[2.33 µM] | 39.8µM* | 1.5% | -18.3% | -1.3%
Cc1ccc(CSc2nnc(-c3ccncc3)n2CC2CCCO2)cc1 (stereo unspecified) | 2.0% | -13.8% | 8.2% | 0.6% | 1.6% | -1.0%[57.1 µM] | -2.7% | -9.4% | 15.5%
O=S(=O)(Nc1ccccc1)c1ccc2c(c1)CCO2 | -3.6% | -1.9% | -11.2% | 10.0% | 3.6% | -1.5% | 0.2% | 5.7% | 19.3%
Cc1ncoc1C(=O)N1CCCC(CCC(=O)NCc2ccc(F)c(F)c2)C1 (stereo unspecified) | -2.0% | -7.0% | -13.7% | -8.8% | 14.1% | -12.1% | -3.5% | -6.9% | 3.7%
CCC(C)[C@H](N)c1nnc(SCC(=O)Nc2ccc(C)cc2C)o1 (stereo partly specified) | 10.5% | 2.3% | -20.3% | 1.2% | ? | 5.7% | -1.6% | -10.2% | 6.0%
O=C(Nc1ccc(F)cc1F)c1ccc2nc(N3CCOCC3)sc2c1 | 17.8% | -18.6% | 7.8% | -7.9% | -11.8% | -3.8% | -6.1% | -9.7% | -2.6%
COc1ccc(CN2CCC(N3CCC(C(=O)N4CCOCC4)CC3)CC2)c(F)c1 | -2.0% | -1.2% | -19.7% | 53.0%[activator] | . | -0.5% | 1.3% | -5.0% | 6.5%
Cc1ccc2oc(=O)c3cnn(CC(=O)NC4CCCCC4C)c3c2c1 (stereo unspecified) | -0.4% | -13.9% | -25.3% | ? | ? | 12.6% | 2.6% | -3.7% | 30.9%
c1csc(-c2noc(COc3ccc4c(c3)CCCC4)n2)c1 | ? | 9.7% | -15.7% | -19.5% | 4.4%[12.7 µM] | 234.3%[activator] | -2.2% | -15.6% | 23.3%
COc1ccc(NC(=O)CSc2ncnc3[nH]ncc23)cc1 | 1.0% | -1.7% | -8.9% | ? | 6.2% | -1.8% | -0.5% | 3.9% | 2.5%
S=C(N/N=C/c1ccc(Br)cc1)N1CCCCC1 | -9.4% | -21.9% | -17.6% | 46.5%[activator] | 24.4% | 7.94µM* | -4.3% | -8.6% | -0.1%
COc1ccc(OC)c(NC(=O)CCn2cnnn2)c1 | . | -21.4% | -2.1% | 21.7% | 10.5%[59 µM] | -7.0% | 3.2% | 3.2% | 2.8%
CN1CCN(C(=O)/C(=C/c2ccccc2)c2ccccc2)CC1 | 9.6% | 10.5% | -13.0% | -8.1% | -6.6% | 10.6% | 1.0% | -6.3% | 20.3%
Cc1ccc(-c2ccc(CCC(=O)O)n2-c2ccc(C)c(Cl)c2)cc1 | . | -0.3% | 5.6% | 15.6% | 12.6µM* | ? | -6.3% | -4.8% | ?
CCc1ccc(N(CC)C(=O)c2sc3nc4n(c(=O)c3c2C)CCCC4)cc1 | . | -3.0% | -24.6% | 5.9% | 15.8µM* | 25.1µM* | -2.3% | 109.3%[activator] | 5.5%
CCCCNC(=O)c1ccccc1NC(=O)c1ccc2c(c1)OCO2 | 4.6% | 0.0% | -8.8% | ? | . | 4.9% | -2.0% | -3.7% | 8.7%
O=C(Nc1ccc(N2CCN(C(=O)c3ccccc3)CC2)cc1)c1cc([N+](=O)[O-])ccc1N1CCOCC1 | 43.3%[activator] | -3.1% | -17.4% | -2.5% | ? | ? | -3.5% | ? | -18.5%
CN(c1ccc(Cl)cc1)c1cc(=O)n(C)c2ccccc12 | -1.7% | -7.5% | -10.1% | 5.8% | 28.0% | 45.9%[activator] | -0.1% | -23.3% | -28.9%
CC(C)(C)OC(=O)N/N=C/c1cn(-c2ccccc2)nc1-c1cccnc1 | 8.1% | -5.3% | -8.1% | 32.7%[activator] | 3.7% | 3.3% | -5.2% | -17.6% | -1.5%
COc1ccc(S(=O)(=O)NCC(c2ccc3c(c2)OCO3)N2CCN(C)CC2)cc1OC (stereo unspecified) | 16.1% | -5.6% | 5.8% | 24.7% | 50.1µM* | 8.7% | . | . | .
CCOC(=O)N1CCN(C(=O)/C=C/c2ccc3c(c2)OCO3)CC1 | 0.6% | -1.6% | -11.2% | 25.7% | -8.3% | 0.4% | 3.2% | -7.0% | 25.6%
CC(=O)Nc1ccc(C(=O)OCCCOC(=O)c2ccc(NC(C)=O)cc2)cc1 | -0.9% | 4.3% | 1.3% | 12.6% | 59.4%[activator] | 1.3% | -0.3% | -2.3% | -3.6%
CCCN1CCN(CCCNC(=O)Cn2nc(-c3ccc(Cl)cc3)ccc2=O)CC1 | 0.8% | -15.3% | -15.8% | 24.7% | 20.5%[59 µM] | -1.5% | -5.5% | 1.9% | 30.4%
Cc1nn(-c2ccccc2)c(OC(=O)c2cccs2)c1S(=O)(=O)c1ccc([N+](=O)[O-])cc1 | 3.4% | 5.1% | -12.7% | -15.7% | ? | 79.4µM* | -7.7% | -14.9% | -20.1%

Quoted at random: 3 entries already listed, in no set order.
smiles | APE1 inh | POLK inh | Pol eta inh | Pol iota inh | G9a block | BAZ2B inh | BLM inh | Anesthetic bind | Pol beta inh
CCCN1CCN(CCCNC(=O)Cn2nc(-c3ccc(Cl)cc3)ccc2=O)CC1 | 0.8% | -15.3% | -15.8% | 24.7% | 20.5%[59 µM] | -1.5% | -5.5% | 1.9% | 30.4%
CC(=O)Nc1ccc(C(=O)OCCCOC(=O)c2ccc(NC(C)=O)cc2)cc1 | -0.9% | 4.3% | 1.3% | 12.6% | 59.4%[activator] | 1.3% | -0.3% | -2.3% | -3.6%
CC(C)(C)OC(=O)N/N=C/c1cn(-c2ccccc2)nc1-c1cccnc1 | 8.1% | -5.3% | -8.1% | 32.7%[activator] | 3.7% | 3.3% | -5.2% | -17.6% | -1.5%

Next part
smiles | APE1 inh | POLK inh | Pol eta inh | Pol iota inh | G9a block | BAZ2B inh | BLM inh | Anesthetic bind | Pol beta inh
CCCCc1ccc(NC(=S)N2CCCC(C)C2)cc1 (stereo unspecified) | 4.6% | -5.0% | -6.8% | 82.3%[activator] | -27.8% | -30.8% | -9.0% | ? | 8.9%
CN(C)c1ccc(/C=N/NC(=O)c2nnn(-c3nonc3N)c2COc2ccc(F)cc2)cc1 | -3.5% | -1.4% | -10.8% | 55.2%[activator] | . | -31.2% | -0.2% | 5.2% | -12.5%
c1ccc(Cn2nnc(CNc3ccccc3)c2-c2c(CNc3ccccc3)nnn2Cc2ccccc2)cc1 | 0.6% | 8.5% | -11.5% | ? | -1.1%[59 µM] | -19.9% | -7.6% | 2.2% | ?
O=S(=O)(c1ccc(Cl)cc1)N1CCN(c2ccc(N3CCOCC3)nn2)CC1 | 1.3% | -14.7% | 0.6% | 5.0% | -6.5%[59 µM] | 5.2% | -2.1% | -3.6% | 12.0%
CCCCN(C)C(=O)CCC(=O)NNc1nc2ccccc2c2nc(C)nn12 | 3.0% | 5.1%&-13.5% | 1.4%&-10.0% | -25.2%&28.6% | -48.6%[59 µM] | -36.6%&-0.2% | -1.7%&-6.3% | 3.9%&0.3% | 20.4%&-1.2%
COc1ccc(OCc2nc3ccccc3n2Cc2ccccc2Cl)cc1 | . | -14.9% | -13.3% | 25.2% | -0.9%[59 µM] | 4.1% | -7.1% | 53.1%[activator] | 5.6%
CSc1nc2ccc(NC(=O)c3nn(C(C)C)c(=O)c4ccccc34)cc2s1 | 8.9% | 10.8%[60.1 µM] | 3.2% | -22.1% | ? | -2.0% | 0.9% | 4.5% | 5.1%
C/C(=N/NC(=O)c1ccco1)c1cccnc1 | 8.9% | -6.6% | -1.3% | 1.4% | 8.7% | -15.1% | -0.9% | -1.5% | -1.7%
O=C1/C(=C/c2cccs2)CCc2ccccc21 | 13.6% | -8.8% | -21.8% | 23.2% | 10.6% | 21.2% | -8.7% | ? | 2.7%
N/C(=N\OC(=O)c1ccc(Br)o1)c1cccnc1 | -0.1% | 5.0% | -0.8% | 95.3%[activator] | 1.5% | -5.1% | -4.0% | -6.4% | 27.7%
O=C(CSc1nnc(Cc2cccs2)n1-c1ccccc1)NC1CCCCC1 | -11.7% | -3.2% | -15.8% | -5.0% | -48.4%[12.7 µM] | -16.4% | -0.5% | -6.8% | 12.9%
COCc1c(Br)c(C)[nH]c(=O)c1C#N | 9.4% | 1.9% | -8.6% | 2.3% | -12.9%[59 µM] | -2.7% | 3.4% | -4.7% | 3.4%

These rows are one share of the data; rates above refer to the full screens.
